IL1B secr inh: qHTS for Inhibitors of Inflammasome Signaling: IL-1-beta AlphaLISA Primary Screen; activity change, % at 57.5 µM; 360,000 tested, 4.7% active; THP-1 LPS/ATP IL-1B secretion, AlphaLISA, 16 h; active compounds read low; in the data active = activity change below about -50%; inconclusive = mostly about -30% to -49%; note: % is set by controls: 0 for no effect and ±100 for the full control effect
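THP-1 cells pretreated 1 hr with compounds (up to 57.5 uM final), then stimulated with LPS (250 ng/mL final) plus ATP (1.25 mM final); secreted IL-1B measured by AlphaLISA after 16 hr, decreased signal indicating inhibition.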
HT1080NT lethal: qHTS for induction of synthetic lethality in tumor cells producing 2HG: qHTS for the HT-1080-NT fibrosarcoma cell line | HT-1080-NT fibrosarcoma viability, CellTiter-Glo ATP luminescence, 48 h | Potency, µM (highest dose often 46.1 µM), for the others: at the top dose activity, negative = less viability, usual class: cytotoxic | 360,000 tested, 1.6% active | AID 686970, 2013;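 note: NT is the 2HG producing partner of a matched IDH1 knockdown line; potency is the fitted concentration of half-maximal effect; 0% = DMSO-treated cells and -100% = media-only wells without cells; nearly all actives have a fitted effect of over 55% in size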
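HT-1080-NT; 750 cells/well; 5% FBS RPMI; 48 h compound, 37 degrees C; CellTiter-Glo luminescence; curve fitting and curve-class assignment.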
KB-3-1 cytotox: qHTS assay for MDR1-selective chemotherapeutics: Primary screen using the parental adenocarcinoma cell KB-3-1 | KB-3-1 viability, CellTiter-Glo ATP luminescence, 72 h | 400,000 tested, 1.4% active | Potency, µM (doses to about 46.1 µM), without a hit: at the top dose activity change, negative = cytotoxic, hits mostly cytotoxic; note: potency is the fitted concentration of half-maximal effect; % is set by controls: 0 for no effect and ±100 for the full control effect; nearly all actives have a fitted effect of over 60% in size
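Viability of parental KB-3-1 cells, measured by CellTiter-Glo luminescence, followed a 72 h incubation at 37 °C with pinned compounds in phenol-red-free DMEM containing 10% FBS.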
HT1080 IDH1KD tx: qHTS for induction of synthetic lethality in tumor cells producing 2HG: qHTS for the HT-1080-IDH1KD cell line; HT-1080 IDH1 knockdown viability, ATP luminescence, 48 h; Potency, µM (series often up to 46.1 µM), for inactives: at the top dose activity, negative = toxicity, usual class: cytotoxic; 360,000 tested, 2% active; AID 686971, 2013;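 note: potency is the fitted concentration of half-maximal effect; 0% = DMSO wells and -100% = cell-free medium wells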
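Viability of IDH1-knockdown HT-1080 fibrosarcoma cells was assessed by CellTiter-Glo after 48 h at 37 °C with titrated compound; concentration-effect curves were classified by fit quality and response size.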
KB-V1 cytotox: qHTS assay for MDR1-selective chemotherapeutics: Primary screen using the drug-selected MDR subline cells KB-V1 | AID 1347076, 2019 | 400,000 tested, 3.4% active | Potency, µM (highest dose often 46.1 µM), without a hit: at the top dose activity change, negative = cytotoxicity, actives largely listed as cytotoxic | KB-V1 MDR cells viability, CellTiter-Glo, 72 h; note: potency is the fitted concentration of half-maximal effect; % is set by controls: 0 for no effect and ±100 for the full control effect; nearly all actives have a fitted effect of over 60% in size
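Cells of the MDR subline KB-V1 are plated, dosed with compound at multiple concentrations, and incubated 72 h at 37 degrees C; CellTiter-Glo is then added and luminescence read after 10 min.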
MCF10A rereplic: A quantitative high throughput screen for small molecules that induce DNA re-replication in MCF 10a normal breast cells | 350,000 tested, 2.9% active | MCF 10A DNA re-replication, Hoechst nuclear intensity, 48 h | AID 624296, 2012 | Potency, µM (doses to about 46.1 µM), inactives show at the highest dose activity, positive = re-replication, actives largely listed as activators; note: potency is the fitted concentration of half-maximal effect; % of control where 0% means no effect; nearly all actives have a fitted effect of over 50% in size
WRN inhibitor: qHTS for Inhibitors of WRN Helicase | Bifunctional 3'-5' exonuclease/ATP-dependent helicase WRN (Homo sapiens), Q14191 | WRN helicase unwinding, fluorescent forked duplex, kinetic | Potency, µM (top dose mostly 114 µM), without a hit: at the top dose activity change, negative = inhibition, most hits filed as inhibitors | 360,000 tested, 0.46% active | AID 651768, 2012; note: potency is the fitted concentration of half-maximal effect; % is set by controls: 0 for no effect and ±100 for the full control effect; nearly all actives have a fitted effect of over 55% in size
Target sequence (Q14191 whole entry, looked up): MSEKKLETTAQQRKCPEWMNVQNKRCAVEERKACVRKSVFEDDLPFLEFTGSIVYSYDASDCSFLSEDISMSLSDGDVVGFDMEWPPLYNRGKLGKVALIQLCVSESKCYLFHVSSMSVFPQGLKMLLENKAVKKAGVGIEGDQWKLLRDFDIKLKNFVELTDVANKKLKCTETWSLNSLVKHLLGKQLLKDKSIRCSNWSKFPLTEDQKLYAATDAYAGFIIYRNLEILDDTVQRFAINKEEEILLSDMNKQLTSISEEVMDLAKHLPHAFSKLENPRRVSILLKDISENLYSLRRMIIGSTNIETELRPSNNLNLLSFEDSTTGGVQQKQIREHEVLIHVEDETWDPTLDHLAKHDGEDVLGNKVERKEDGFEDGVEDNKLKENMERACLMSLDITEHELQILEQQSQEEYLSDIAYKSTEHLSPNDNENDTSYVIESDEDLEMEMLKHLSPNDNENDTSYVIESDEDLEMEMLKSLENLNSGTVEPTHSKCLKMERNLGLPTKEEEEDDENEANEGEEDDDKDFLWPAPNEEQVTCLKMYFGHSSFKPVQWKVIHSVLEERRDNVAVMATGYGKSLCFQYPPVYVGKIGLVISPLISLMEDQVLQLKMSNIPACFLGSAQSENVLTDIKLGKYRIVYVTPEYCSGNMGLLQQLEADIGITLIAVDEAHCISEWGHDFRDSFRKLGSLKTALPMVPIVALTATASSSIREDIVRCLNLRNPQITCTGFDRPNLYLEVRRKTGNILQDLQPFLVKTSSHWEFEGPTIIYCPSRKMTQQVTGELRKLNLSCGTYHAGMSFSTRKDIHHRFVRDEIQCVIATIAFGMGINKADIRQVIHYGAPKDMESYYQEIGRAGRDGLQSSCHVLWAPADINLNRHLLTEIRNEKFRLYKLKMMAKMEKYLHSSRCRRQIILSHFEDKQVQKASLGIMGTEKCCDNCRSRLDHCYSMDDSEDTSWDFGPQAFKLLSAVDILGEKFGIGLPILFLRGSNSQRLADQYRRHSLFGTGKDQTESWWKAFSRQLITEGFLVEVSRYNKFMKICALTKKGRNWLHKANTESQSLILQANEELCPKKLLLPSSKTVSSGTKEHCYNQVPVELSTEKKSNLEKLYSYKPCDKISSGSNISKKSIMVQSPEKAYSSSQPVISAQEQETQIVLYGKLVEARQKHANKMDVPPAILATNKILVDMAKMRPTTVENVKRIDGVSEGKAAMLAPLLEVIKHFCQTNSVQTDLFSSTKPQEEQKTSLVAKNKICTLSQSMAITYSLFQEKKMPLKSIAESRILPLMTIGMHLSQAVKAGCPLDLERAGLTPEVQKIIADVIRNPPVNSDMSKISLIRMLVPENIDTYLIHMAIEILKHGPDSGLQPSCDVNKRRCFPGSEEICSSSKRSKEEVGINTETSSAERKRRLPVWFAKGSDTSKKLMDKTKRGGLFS
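Fluorescence dequenching readout, ex 525 nm/em 598 nm, kinetic mode: forked duplex DNA (100 nM final) with adjacent fluorophore and quencher unwound by WRN (20 nM final) with 2 mM ATP. Compound preincubation 15 min, room temperature.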
SW480 rereplic: A quantitative high throughput screen for small molecules that induce DNA re-replication in SW480 colon adenocarcinoma cells | SW480 DNA re-replication, Hoechst DNA content imaging, 48 h | Potency, µM (top dose mostly 46.1 µM), for inactives: at the top dose re-replication activation, hits mostly activators | 340,000 tested, 1.8% active | AID 624297, 2012; note: potency is the fitted concentration of half-maximal effect; % of control where 0% means no effect; nearly all actives have a fitted effect of over 55% in size
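Hoechst fluorescence of nuclei (405 nm excitation, 500-530 nm emission) measured by plate-scanning imager after 48 hr compound exposure at 37 C; re-replication scored as increased number of nuclei with elevated intensity.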
ATXN2 expr inh: Primary qHTS for Inhibitors of ATXN expression | HEK-293 ATXN2-luciferase reporter, luminescence, 24 h | Potency, µM (top dose mostly 57 µM), for the others: at the top dose activity change, negative = inhibition, actives largely listed as inhibitors | 360,000 tested, 0.72% active | AID 1745845, 2022; note: potency is the fitted concentration of half-maximal effect; % is set by controls: 0 for no effect and ±100 for the full control effect; nearly all actives have a fitted effect of over 55% in size
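qHTS (up to 57 uM final) was run with 24 h compound exposure of reporter cells at 37 °C. Each well was multiplexed: SteadyGlo luminescence measured ATXN2-luciferase expression after a fluorogenic Gly-Phe-AFC viability readout (25 uM final).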
An asterisk follows results filed as active; u = inconclusive; x = not tested or not shown; [ ] = another dose, or the depositor's remark. Unless noted, calls come from the whole dose curve; as a rule, active = well fitted curve in the direction sought with a large enough effect; inconclusive = small, poorly fitted or top-dose-only effect, or another doubt; inactive = no such curve, though single readings can be large; an effect the other way counts as inactive or inconclusive.

SMILES	IL1B secr inh	HT1080NT lethal	KB-3-1 cytotox	HT1080 IDH1KD tx	KB-V1 cytotox	MCF10A rereplic	WRN inhibitor	SW480 rereplic	ATXN2 expr inh
COc1cc(/C=N/N=C(\N)c2nonc2N)ccc1O	-13	16%	u	0%	15%	14%	-6%	-2%	32%
OCCCN1CCN(CCOc2ccccc2-c2ccccc2)CC1	-17	-13%	-8%	-7%	u	15%	-3%	-3%	-16%
CCc1nn2cc(C(=O)c3cc(Cl)ccc3O)cnc2c1-c1ccc(F)cc1	-77*	u	u	u	u	u	-9%	5%	u
O=C(CN1CCCc2ccccc21)N/N=C/c1ccc(O)cc1O	102	u	-4%	u	u	u	-24%	u	u
CC(=O)c1cccc(-c2ccnc3c2CC(C(=O)NCc2cccs2)O3)c1 (centres undefined)	90	u	1µM*	u	2.3µM*	x	14%[57.1 µM]	x	-13%
O=Cc1c(NCc2ccco2)nc2ccccn2c1=O	31	-2%	-8%	0%	-13%	-1%	0%	-8%	-2%
Cc1cc(C)[n+]2[nH]c(N)c(N=Nc3ccccc3)c2n1	-29	-12%	-16%	-14%	-19%	0%	-16%	-38%	2%
CC(=O)Nc1ccc(-c2ccnc3c2CC(C(=O)NCc2ccc(N4CCN(C)CC4)cc2)O3)cc1 (centres undefined)	22	9%	0%	4%	3%	x	-7%	x	11%
Cc1cccc(N2CCN(C(=O)CCCn3c(=S)[nH]c4cc5c(cc4c3=O)OCO5)CC2)c1C	-7	-9%	0%	-4%	3.7µM*	15%	-1%	9%	-9%
C#CCOCCOCCOCCNc1nc(N2CCN(C(=O)[C@H](CCCCN)n3cc([C@@H](N)CC(N)=O)nn3)CC2)nc(N2CCN(C(=O)[C@H](CCCCN)n3cc([C@@H](N)CC(N)=O)nn3)CC2)n1	22	-5%	0%	1%	-3%	u	-29%	4%	-8%
Cc1ccc(C)c(S(=O)(=O)N2CCN(C(=O)C(C)Sc3ccccc3)CC2)c1 (centres undefined)	8	-3%	1%	-14%	0%	-1%	-33%	5%	-6%
CCOC(=O)C1CCCN(C(=O)c2cc(Nc3ccc(OC)c(OC)c3)nc3ccccc23)C1 (centres undefined)	-93*	0%	-24%	-12%	0%	11%	-9%	3%	6%
Cc1ccc(S(=O)(=O)CC(=O)N(CCCN2CCOCC2)c2nc3c(F)cccc3s2)cc1	-17	18%	5%	4%	12%	-8%	2%	-4%	36%
Cc1ccc(S(=O)(=O)NCCCCCC(=O)Nc2cccc(C)c2)cc1	-6	2%	-10%	-2%	u	5%	-7%	-1%	0%
NC1=C([N+](=O)[O-])C(c2ccc(F)cc2)C2=C(CCCC2=O)O1 (centres undefined)	-15	12%	1%	22%	14%	-7%	-6%	1%	11%
CN1CCN(S(=O)(=O)Cc2ccc(Cl)cc2)CC1	9	26%	-6%	u	-28%	-2%	10%	-4%	-12%
COc1ccc(S(=O)(=O)NN=C2CCCC2)cc1	15	5%	1%	10%	15%	-23%	4%	-4%	-12%
CCOC(=O)C1=CCN(S(=O)(=O)c2ccccc2C)C1c1ccc(Cl)cc1 (centres undefined)	8	u	-1%	u	u	x	-14%	x	u
CCOc1ccc(NC(=O)CCC(=O)NNC(=O)COc2ccccc2C)cc1	-3	-6%	-5%	0%	-4%	1%	-5%[57.1 µM]	3%	-10%
O=C(Cc1cccs1)NNC(=S)NCc1ccc(Cl)cc1	20	-17%	3%	-8%	-30%	0%	3%	1%	-12%

3 compounds drawn at random from the list so far:
SMILES	IL1B secr inh	HT1080NT lethal	KB-3-1 cytotox	HT1080 IDH1KD tx	KB-V1 cytotox	MCF10A rereplic	WRN inhibitor	SW480 rereplic	ATXN2 expr inh
CCc1nn2cc(C(=O)c3cc(Cl)ccc3O)cnc2c1-c1ccc(F)cc1	-77*	u	u	u	u	u	-9%	5%	u
OCCCN1CCN(CCOc2ccccc2-c2ccccc2)CC1	-17	-13%	-8%	-7%	u	15%	-3%	-3%	-16%
C#CCOCCOCCOCCNc1nc(N2CCN(C(=O)[C@H](CCCCN)n3cc([C@@H](N)CC(N)=O)nn3)CC2)nc(N2CCN(C(=O)[C@H](CCCCN)n3cc([C@@H](N)CC(N)=O)nn3)CC2)n1	22	-5%	0%	1%	-3%	u	-29%	4%	-8%

Further structures.
SMILES	IL1B secr inh	HT1080NT lethal	KB-3-1 cytotox	HT1080 IDH1KD tx	KB-V1 cytotox	MCF10A rereplic	WRN inhibitor	SW480 rereplic	ATXN2 expr inh
CC1CN(S(=O)(=O)c2cccc(-c3csc(-c4ccccc4)n3)c2)CC(C)O1 (centres undefined)	-6	1%	u	-10%	-13%	15%	7%	u	-8%
CCC(=O)N1N=C(c2ccccc2)CC1c1ccc([N+](=O)[O-])cc1 (centres undefined)	4	-1%	28%	1%	15µM*	12%	6%	u	0%
CCC(C)Sc1nc2c(c(=O)[nH]c(=O)n2C)n1CCc1ccccc1 (centres undefined)	-7	3%	-3%	0%	u	11%	-13%	3%	0%
CCN(CC)CCNC(=O)C1(O)c2cc(Br)ccc2NC(=O)N1c1c(F)cccc1F (centres undefined)	0	3%	1%	-1%	-3%	13%	0%	-1%	5%
Cc1ccc(-n2ncc3c(NCc4ccccc4)ncnc32)cc1	2	-15%	-7%	-16%	8%	6%	14%	-2%	11%
O=C(CSc1ccc([N+](=O)[O-])cn1)Nc1ccccc1N1CCOCC1	-9	-4%	-7%	-7%	u	14%	-24%	2%	-7%
N=c1c(S(=O)(=O)c2ccccc2)cc2c(=O)n3ccccc3nc2n1CCCN1CCOCC1	-9	0%	0%	3%	1%	-11%	-3%	u	-16%
O=C(Nc1ccccc1N1CCCC1)c1ccc2c(c1)OCO2	-22	2%	12%	9%	-3%	1%	0%	0%	0%
O=c1[nH]c2cc([N+](=O)[O-])ccc2c2ccc([N+](=O)[O-])cc12	7	16%	5%	18%	-6%	3%	2%	-3%	-18%
O=C(CN1C(=O)NC2(CCCC2)C1=O)NCc1ccc(F)cc1	5	6%	0%	24%	29%	6%	3%	-2%	1%
O=C(NCCN1CCC(n2c(=O)[nH]c3ccccc32)CC1)c1cccc(Cl)c1	u	-26%	-3%	-28%	u	x	-7%	x	-19%
Cc1ccc(CCNC(=O)c2ccc3nc4ccccc4c(=O)n3c2)cc1	-2	13%	5%	-2%	7%	9%	-6%	1%	x
COc1ccc(NC(=O)c2cc(OC)c(OC)c(OC)c2)cn1	-9	-10%	3%	8%	-1%	1%	-14%	u	7%
COC(=O)CN1C(=O)[C@H]2[C@@H](/C=C/c3ccccc3)N3C(=O)CN(CC4CC4)C(=O)[C@@]3(Cc3ccccc3)[C@H]2C1=O	20	15%	16%	2%	7%	2%	6%	5%	-1%
COc1ccccc1OCc1ccc(C(=O)NC(C)c2ccccc2)o1 (centres undefined)	-7	-13%	-14%	-2%	-12%	11%	4%	5%	10%
COc1ccc(S(=O)(=O)NCC(=O)N(CC(=O)NCc2ccco2)C2CCCC2)cc1	-7	u	8%	12%	-2%	0%	-6%	4%	-1%
O=C(CN1C(=O)NC(Cc2ccccc2)C1=O)Nc1ccc(OC(F)(F)F)cc1 (centres undefined)	0	1%	0%	2%	u	0%	-1%	-5%	x
COc1ccccc1N(C(=O)c1ccco1)C(C(=O)NC1CCCCC1)c1cc(OC)c(OC)c(OC)c1 (centres undefined)	3	4%	-2%	4%	u	18%	11%	6%	-5%
c1ccc2c(c1)CNc1ccccc1-2	0	-5%	x	0%	x	11%	-27%	0%	8%
CCOC(=O)C1CCN(C(=O)CN(c2ccc3c(c2)OCCO3)S(C)(=O)=O)CC1	4	4%	-5%	11%	6%	-1%	-4%	-10%	3%
COC(=O)C1C(=O)CC(C)(O)C(C(=O)OC)C1c1ccccc1F (centres undefined)	0	10%	12%	14%	1%	-9%	-6%	1%	-2%
Clc1ccc(CNc2ccc(N3CCN(Cc4ccccc4)CC3)cc2)cc1	-58*	-28%	u	u	u	u	0%	4%	-15%
COc1ccc(CCNC(=O)c2nnn(-c3cc(C)cc(C)c3)c2N)cc1OC	-3	-3%	6%	-4%	u	4%	-4%	u	0%
CCOc1ccc(NS(=O)(=O)c2ccc(C(=O)NCC(c3cccs3)N3CCOCC3)cc2)cc1 (centres undefined)	-5	-5%	5%	-11%	-28%	-1%	-3%	-8%	4%
Cc1ccc(NC(=O)Cn2c(=O)cnc3ccccc32)cc1S(=O)(=O)N1CCOCC1	13	0%	-29%	-1%	-1%	u	-4%	4%	x
COc1ccccc1N1CCN(C(=O)c2cc(S(=O)(=O)N3CCCCC3)ccc2C)CC1	22	-17%	-11%	-4%	-20%	21%	0%	-4%	-24%
CCOc1ccccc1C(=O)N1CCC(C(=O)c2ccc(F)cc2)CC1	-3	8%	-8%	13%	-19%	u	1%	-15%	-17%
COc1cc(/C=N/n2c(C)nc3ccccc3c2=O)ccc1O	-25	2%	-6%	-4%	-2%	-2%	-4%	-29%	0%
C[C@@H]1CN([C@H](C)CO)C(=O)c2c(c3ccccc3n2C)-c2ccccc2CO[C@H]1CN(C)Cc1ccccc1	u	u	u	u	-25%	x	-11%	x	11%
O=C(N/C(=C/c1ccccc1)C(=O)N1CCCCC1)c1ccc(Br)o1	20	0%	-1%	1%	0%	-4%	3%	7%	-14%
Cc1ccccc1Cn1cc(NC(=O)c2noc3c2CC(C(C)(C)C)CC3)cn1 (centres undefined)	-6	u	10%	u	18µM*	u	2%	u	-26%

Not a hit list, and some 12% of all compounds hit somewhere here.
